Screening results from PubChem.
hERG protect = hERG (human) protection from proarrhythmic block. CHO-hERG, FluxOR thallium flux, dofetilide IC70 present. AID 1511. activation (rescue from dofetilide block), less the hit threshold, % at 10 µM. Q12809. hit rate 0.51% among 310,000;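 active = activation above the mean of controls blocked by dofetilide plus 5 SD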;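 note: thallium influx through hERG after potassium depolarization seen as dye fluorescence rise; in these data hits start at about 4.7%; inactives centre near -7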
MrgX1 allo act = allosterically activates human MrgX1 receptor signaling | Q96LB2 | MrgX1-HEK293, Fluo-4 calcium flux, FDSS; stronger effect = higher value | B-score at 10 µM | hit rate 0.63% among 310,000 | AID 588675;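 active = plate-corrected calcium response at least 3 library SD above typical, normal starting fluorescence, not activating the receptor alone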;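 note: compound read alongside a low EC10 to EC30 dose of BAM8-22 agonist; peak minus trough fluorescence over baseline measured at the second addition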
Target sequence (Q96LB2 whole entry, looked up): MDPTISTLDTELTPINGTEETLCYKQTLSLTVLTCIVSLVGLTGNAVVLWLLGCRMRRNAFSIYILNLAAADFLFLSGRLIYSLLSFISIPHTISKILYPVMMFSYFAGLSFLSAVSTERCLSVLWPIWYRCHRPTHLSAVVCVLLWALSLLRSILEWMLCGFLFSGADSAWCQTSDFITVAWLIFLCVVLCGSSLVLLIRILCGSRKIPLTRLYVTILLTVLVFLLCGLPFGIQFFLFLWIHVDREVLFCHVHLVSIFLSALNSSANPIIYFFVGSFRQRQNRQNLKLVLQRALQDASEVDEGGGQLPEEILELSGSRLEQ
KCNQ1 block = blocks the human KCNQ1 potassium channel; CHO-K1 KCNQ1, FluxOR thallium flux fluorescence; stronger effect = higher value; AID 2642; B-score at 10 µM; P51787; hit rate 1.3% among 310,000;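 active = compounds whose thallium flux B-score, printed positive for inhibition, exceeds three library SD while starting fluorescence stays within three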;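 note: channel opened by potassium depolarization with thallium stimulus after 20 min compound exposure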
ANO1 activ = activates or potentiates the mouse TMEM16A chloride channel; HEK293 TMEM16A/YFP-H148Q/I152L, iodide quench fluorescence; stronger effect = lower value; B-score at 10 µM; Q8BHY3; AID 623877; hit rate 0.3% among 340,000;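 active = fluorescence-ratio B-score plate-corrected deviation score at least 3 library SD below zero, with starting fluorescence score within 5 deviations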;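 note: channel opened by trigger with iodide after compound preincubation; score built on the fluorescence ratio of max minus min over baseline; more negative score means more quench and so TMEM16A activation or potentiation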
RGS4 block = human RGS4 inhibition; HEK293 M3R/RGS4 inducible, Fluo-4 calcium flux; stronger effect = higher value; triggered by carbachol at its EC20; hit rate 0.45% among 310,000; B-score at 10 µM; P49798; AID 463165;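 active = B-score, a plate-corrected calcium signal, over three deviations above library mean, with baseline fluorescence within five deviations of library mean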;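 note: RGS4 expression induced by doxycycline in cells with stable M3 receptor; B-score is computed from the integrated fluorescence ratio over baseline after carbachol; higher B-score means a larger calcium signal and so more RGS4 inhibition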
Target sequence (P49798 whole entry, looked up): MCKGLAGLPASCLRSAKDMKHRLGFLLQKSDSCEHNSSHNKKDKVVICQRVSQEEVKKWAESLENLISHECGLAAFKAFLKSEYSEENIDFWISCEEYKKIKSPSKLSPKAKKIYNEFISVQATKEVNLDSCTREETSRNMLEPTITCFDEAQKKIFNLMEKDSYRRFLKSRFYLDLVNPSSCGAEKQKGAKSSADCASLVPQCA
KCNK3 block = human KCNK3 channel inhibition, primary screen; hit rate 0.84% among 340,000; B-score at 10 µM; CHO-KCNK3 thallium flux, FluxOR fluorescence; stronger effect = lower value;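 active = B-score under library mean minus 4 SD, starting fluorescence ratio at most library mean plus 5 SD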;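 note: more negative B-score means stronger inhibition of thallium flux through KCNK3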
RGS4 act = RGS4 potentiation or activation | HEK293 M3R/inducible RGS4, carbachol calcium flux Fluo4; stronger effect = lower value | B-score at 10 µM | hit rate 0.92% among 310,000 | AID 463111;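 active = B-score of the integrated calcium signal more than 4 SD below the library mean, with starting fluorescence not abnormally high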;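 note: negative B-score means reduced calcium response which marks RGS4 activation or potentiation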
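System: HEK293 FlpIn-TREx cells, stable M3R, doxycycline-inducible RGS4. Timing: overnight RGS4 induction, 30 min dye load 37 °C, 20 min compound RT. Also added: carbachol, ECmax concentration. Measured by: Fluo4 fluorescence kinetic imaging of calcium. Evaluation: integrated calcium ratio converted to B score.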
ANO1 block = blocks the mouse calcium-activated chloride channel TMEM16A. Q8BHY3. HEK293 TMEM16A/YFP iodide influx fluorescence, ionomycin. normalized B-score (activity score, 25-100; higher = stronger inhibition) at 10 µM. hit rate 1.2% among 310,000. AID 588511;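 active = ratio plate-corrected score three or more library SD toward inhibition, starting fluorescence score within five deviations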;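 note: score derived from kinetic fluorescence span divided by baseline fluorescence per well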
MrgX1 ag = agonists of human MrgX1 receptor; AID 588627; B-score at 10 µM; hit rate 0.44% among 310,000; MrgX1-HEK293 cells, Fluo-4 calcium fluorescence, agonist mode; stronger effect = higher value;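 active = calcium response B-score plate-corrected fluorescence ratio at least 3 library SD, with starting fluorescence B-score inside 5 SD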
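Material: HEK293 cells stably expressing human MrgX1 receptor | Quantity: 15,000 cells per well | Times: Cells plated overnight, dye loaded 0.5 h 37 °C, 0.5 h room temperature | Measured by: Kinetic Fluo-4 NW fluorescence of intracellular calcium | Control set: Positive and negative controls per plate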
KCNK9 inh = human KCNK9 channel inhibition. Q9NPC2. HEK293 KCNK9, FluxOR thallium flux fluorescence; stronger effect = lower value. B-score at 10 µM. hit rate 1.2% among 310,000;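 active = ratio B-score over 3 SD below the library mean, with starting fluorescence within 5 SD of its mean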;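 note: negative B-score means less thallium flux so channel inhibition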
Target sequence (Q9NPC2 whole entry, looked up): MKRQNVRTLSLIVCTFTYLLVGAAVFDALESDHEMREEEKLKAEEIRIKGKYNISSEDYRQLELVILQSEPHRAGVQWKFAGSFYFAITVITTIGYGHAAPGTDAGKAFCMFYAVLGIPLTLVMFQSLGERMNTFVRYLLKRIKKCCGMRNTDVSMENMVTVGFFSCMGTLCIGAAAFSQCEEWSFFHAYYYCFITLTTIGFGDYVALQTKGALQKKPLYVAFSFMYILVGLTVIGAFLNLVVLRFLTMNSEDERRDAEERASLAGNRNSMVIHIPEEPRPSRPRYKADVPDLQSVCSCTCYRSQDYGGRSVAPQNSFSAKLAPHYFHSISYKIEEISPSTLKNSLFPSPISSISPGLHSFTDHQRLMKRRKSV
KCNQ1 pot = human KCNQ1 channel potentiation or activation | P51787 | B-score at 10 µM | CHO-K1 KCNQ1, thallium flux FluxOR fluorescence; stronger effect = higher value | hit rate 0.35% among 310,000;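 active = fluorescence ratio B-score, a plate-corrected score, at least three library SD, with initial intensity B-score within 5 SD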
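Doses: Single concentration per compound, DMSO matched to controls | Test system: KCNQ1-transfected CHO-K1 cells | Timing: 90 min dye loading and 20 min compound exposure, both at room temperature | Measured by: Kinetic FluxOR thallium fluorescence, 10-s 1-Hz baseline, 110-s post-stimulus read | Medium: Assay buffer with matched DMSO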
* = called active by the depositor; i = inactive; / = not tested or not shown. No enrichment for hits; about 6.3% have a hit in one of these screens.

SMILES	hERG protect	MrgX1 allo act	KCNQ1 block	ANO1 activ	RGS4 block	KCNK3 block	RGS4 act	ANO1 block	MrgX1 ag	KCNK9 inh	KCNQ1 pot
O=C(Nc1ccccc1)c1ccc(NCc2cccnc2)c(S(=O)(=O)N2CCOCC2)c1	-11	i	i	-6.8*	i	i	i	i	i	i	i
CC(=O)NC1CCC(C(=O)O)(c2ccccc2)C1 (centres undefined)	-3	i	i	i	i	i	i	i	i	i	i
Cc1nc2cc(-c3cccc(F)c3)nn2c(C)c1CCC(=O)N1CCN(c2ccccn2)CC1	-8	i	i	i	i	i	i	i	i	i	i
COC(=O)/C=C/c1ccc2c(c1)OCO2	-16	i	i	i	i	i	i	i	i	i	i
Cc1cc2oc(=O)cc(CN(C)Cc3ccccc3F)c2cc1Cl	-7	i	i	i	i	-12*	-7*	i	i	i	i
COc1ccc(OC)c(NC(=O)CCNS(=O)(=O)c2ccc3[nH]c(=O)oc3c2)c1	-11	i	i	i	i	i	i	i	i	i	i
Cc1ccc(S(=O)(=O)N(CC(=O)NCc2ccco2)C2CCCCC2)cc1	-5	i	i	i	i	i	i	i	i	i	i
COC(=O)C(Cc1ccc(O)cc1)NC(=O)C(CC(=O)OC(C)(C)C)NC(=O)OC(C)(C)C (centres undefined)	-9	i	i	i	i	i	i	i	i	i	i
O=c1oc(-c2ccco2)nc2c1cnn2-c1ccccc1	-2	i	i	i	i	i	i	i	i	i	i
O=C(C[n+]1cc(-c2ccc(Cl)cc2)n2c1CCC2)N1c2ccccc2Sc2ccccc21	-17	i	i	i	i	i	-7.6*	i	i	i	i
CC(NC(=O)COC(=O)Cc1ccsc1)c1ccccc1 (centres undefined)	-4	i	i	i	i	i	i	i	i	i	i
COc1ccc(NC(=O)c2cc(-c3ccncc3)nc3ccc(Br)cc23)cc1OC	-17	i	i	i	i	i	i	100*	i	i	i
CC(C)(C)c1ccc(CN2N=Nc3ccccc3S2(=O)=O)cc1	-7	i	i	i	i	i	i	i	i	i	i
COCCOC(=O)c1[nH]c2c(c1C)C(=O)CC(c1ccc(N(C)C)cc1)C2 (centres undefined)	-4	i	i	i	i	i	i	i	i	i	i
COc1cc(NC(=O)COc2c(C)cc(C)cc2[N+](=O)[O-])c(OC)cc1Cl	-7	i	i	i	i	i	i	i	i	i	i
CC(O)c1nc2ccc(Cc3ccc4nc(C(C)O)[nH]c4c3)cc2[nH]1 (centres undefined)	0	i	i	i	i	i	i	i	i	i	i
COC(=O)C(CCSC)NC(=O)C(NC(=O)C1CCC(C)CC1)C(C)C (centres undefined)	-9	i	i	i	i	i	i	i	i	i	i
CCOc1cc(/C=N/NC(=O)CN(CCc2ccccc2)S(=O)(=O)c2ccc(NC(C)=O)cc2)ccc1O	-16	i	i	i	i	i	i	i	i	i	i
CCOC(=O)C1CCCN(S(=O)(=O)c2ccc(F)c(C(=O)Nc3ccc(F)c(F)c3)c2)C1 (centres undefined)	1	i	i	i	i	i	i	i	i	i	i
Nc1nc(-c2ccccc2)nc(-c2ccccc2O)n1	-1	i	i	i	i	i	i	i	i	i	i
Cc1cc(NC(=O)COC(=O)COc2ccc3c(c2)CCC3)no1	-4	i	i	i	i	i	i	i	i	i	i
O=C(c1cc2cc([N+](=O)[O-])ccc2oc1=O)n1cccn1	-14	i	i	i	i	i	i	i	i	i	i
C/C(=N\NC(=O)c1ccc(F)cc1)c1cccc(NC(=O)c2cccc(F)c2)c1	-5	i	i	i	i	i	i	i	i	i	i
COc1cc2c(cc1OC)C(C)N(CC(=O)Nc1ccc(C)c(S(=O)(=O)N3CCOCC3)c1)CC2 (centres undefined)	-12	i	i	i	i	i	i	i	i	i	i
O=C(COC(=O)C1CCC1)Nc1ccc(Oc2ccccc2)cc1	-5	i	i	i	i	i	i	i	i	i	i
CC1(C)CC(=O)C2=C(C1)Nc1cc3c(cc1C2c1ccc2c(c1)OCO2)OCO3 (centres undefined)	-16	i	i	i	i	i	i	i	i	i	i
Cc1nc(-c2ccc(NC(=O)C(C)(C)C)cc2)c(-c2ccccc2)o1	-13	i	i	i	i	i	i	i	i	i	i
Cc1nn(-c2ccccc2)c(C)c1-c1nnc(C(F)(F)F)o1	-4	i	i	i	i	i	i	i	i	i	i
CCCCOc1c(C(=O)Nc2ccccc2)nnn1-c1ccccc1	-4	i	i	i	i	i	i	i	i	i	i
COc1cc(OC)cc(C(=O)NC(=S)Nc2ccc3[nH]c(=O)[nH]c3c2)c1	-7	i	i	i	i	i	i	i	i	i	i
C=CCn1c(C)cc(C(=O)CSc2n[nH]c(N)n2)c1C	-8	i	i	i	i	i	i	i	i	i	i
COc1cc(OC)cc(-n2nnnc2SCC(=O)Nc2nc3c(s2)CCCC3)c1	-9	i	i	i	i	i	i	i	i	i	i
O=c1c2c([nH]c3ccccc13)CCC2	-6	i	i	i	i	i	i	i	i	i	i
Cc1cnc(=O)[nH]c1SCc1cccc(C(F)(F)F)c1	-7	i	i	i	i	i	i	i	i	i	i
CSc1nncc(/C(C)=N\Nc2ccccc2)n1	-7	i	i	i	i	i	i	i	i	i	i
CC1(C)CC(=O)C/C(=N\NC(=O)Cc2ccccc2)C1	-9	i	i	i	i	i	i	i	i	i	i
CC(C)OCC(O)CN1CCN(CC(O)COc2ccc3c(c2)OCO3)CC1 (centres undefined)	-7	i	i	i	i	i	i	i	i	i	i
O=C(CSc1nc(N2CCCCC2)nc(N2CCCCC2)n1)N1CCc2ccccc21	-5	/	i	/	i	/	i	/	/	i	i
COc1ccc(C)cc1NC(=O)CSc1nnc2ccc(-c3cccnc3)nn12	-10	i	i	i	i	i	i	i	i	i	i
Cn1c(CNC(=O)CCNC(=O)c2cccc(Cl)c2)cc(=O)n(C)c1=O	-6	i	i	i	i	i	i	i	i	i	i
COCCN1CCN(C(=O)C2CCC(=O)N(CCc3cccc(F)c3)C2)CC1 (centres undefined)	-5	i	i	i	i	i	i	i	i	i	i
CCCNC(=O)c1ccc2c(c1)ncn2-c1ccccc1OC	-12	i	i	i	i	i	i	i	i	i	i
Cc1nnc(SCC(=O)NC2CC2)n1CCc1ccccc1	0	i	i	i	i	i	i	i	i	i	i
COc1ccc2cc(C(=O)NCc3ccccc3)c(=Nc3ccc(C(=O)O)cc3)oc2c1	6.8*	i	i	i	i	i	i	i	i	i	i
Cc1ccc(NC(=O)c2ccc(-c3nn(C)c(=O)c4ccccc34)cc2)cc1	-3	i	i	i	i	i	i	i	i	i	i
C/C(=N\NC(=O)CSCc1ccccc1Cl)c1cc(O)ccc1O	4.7*	i	i	i	i	i	i	i	i	i	i
CC1CCc2nc3ccc(S(=O)(=O)N4CCC(C(=O)N5CCCCCC5)CC4)cc3c(C(=O)O)c2C1 (centres undefined)	-3	i	i	i	i	i	i	i	i	i	i
CCCC(=O)Nc1cc2c(cc1C(=O)c1ccccc1)OCCO2	-4	i	i	i	i	i	i	i	i	i	i
CCSc1nc2ccccc2n1Cc1nc(N)nc(N(C)C)n1	-6	i	i	i	i	i	i	i	i	i	i
Cc1ccc(SCC2(O)CCN(S(=O)(=O)c3ccc(Cl)cc3)CC2)cc1	-10	i	i	i	i	i	i	i	i	i	80*
CCCCC(CC)C(=O)Nc1ccc(S(=O)(=O)N2CCCC2)cc1 (centres undefined)	-12	i	i	i	i	i	i	i	i	i	i
COc1ccccc1C(C(=O)NCc1ccc(F)cc1)N(C(=O)c1csnn1)C1CC1 (centres undefined)	-5	i	i	i	i	i	i	i	i	i	i
CCn1c(CCNC(=O)c2cccs2)nnc1SCC(=O)NC1CCCCC1	-8	i	i	i	i	i	i	i	i	i	i
O=C(COc1ccccc1-c1ccccc1)NCc1ccco1	-14	i	i	i	i	i	i	i	i	i	i
Cc1cc(C)n2nc[n+](C)c2n1	-6	i	i	i	i	i	i	i	i	i	i
COc1ccc(-c2csc(=NCCO)n2-c2ccccc2)cc1	-10	8.7*	i	i	i	i	i	25*	i	i	i
CCCCN(C)Cc1cc(=O)oc2ccc3ccccc3c12	-8	i	i	i	i	-9.3*	i	i	i	i	i
O=C(Oc1ccc(OC(=O)N2CCCCC2)cc1)N1CCCCC1	-18	i	i	/	i	/	i	i	i	i	i
Cc1ccccc1-c1nc(CN2CCC(C(=O)NCCCN3CCCC(C)C3)CC2)c(C)o1 (centres undefined)	-7	i	i	i	i	i	i	i	i	i	i
Cc1noc(C)c1CS(=O)(=O)c1ccc(Br)cc1	-4	i	i	i	i	i	i	i	i	i	i
Further entries follow:
SMILES	hERG protect	MrgX1 allo act	KCNQ1 block	ANO1 activ	RGS4 block	KCNK3 block	RGS4 act	ANO1 block	MrgX1 ag	KCNK9 inh	KCNQ1 pot
Cc1c(C#N)c(O)n(CCO)c(=O)c1N=Nc1ccccc1	-3	i	i	i	i	i	i	i	i	i	i
Cc1ccccc1OC(C)C(=O)Nc1ccc(S(=O)(=O)N2CCCC2)cc1 (centres undefined)	-6	i	i	i	i	i	i	i	i	i	i
O=c1cc(O)nc[nH]1	-4	i	i	i	i	i	i	i	i	i	i
COc1ccc(OC(=O)c2cn(C)nc2C(F)(F)F)cc1	-6	i	i	i	i	i	i	i	i	i	i

Some of these compounds in order of number of heavy atoms, rising:
SMILES	hERG protect	MrgX1 allo act	KCNQ1 block	ANO1 activ	RGS4 block	KCNK3 block	RGS4 act	ANO1 block	MrgX1 ag	KCNK9 inh	KCNQ1 pot
COc1ccc(OC(=O)c2cn(C)nc2C(F)(F)F)cc1	-6	i	i	i	i	i	i	i	i	i	i
Cc1c(C#N)c(O)n(CCO)c(=O)c1N=Nc1ccccc1	-3	i	i	i	i	i	i	i	i	i	i
Cc1ccccc1-c1nc(CN2CCC(C(=O)NCCCN3CCCC(C)C3)CC2)c(C)o1 (centres undefined)	-7	i	i	i	i	i	i	i	i	i	i
